ANO1 block: inhibitors of mouse TMEM16A calcium-activated chloride channel; HEK293 TMEM16A/YFP iodide influx fluorescence, ionomycin; normalized B-score (activity score, 25-100; higher = stronger inhibition) at 10 µM; 1.2% of 310,000 active; AID 588511;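 active means ratio plate-corrected score three or more library SD toward inhibition, starting fluorescence score within five deviations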;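 further: score derived from kinetic fluorescence span divided by baseline fluorescence per well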
TRPC6 inhibitor: mouse TRPC6 channel inhibition; B-score at 10 µM; 1.1% of 310,000 active; Q61143; HEK293-TRPC6, membrane potential dye, ACh-evoked depolarization; stronger effect = lower value;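 active means B-score under library mean minus 3 SD, initial fluorescence not abnormally high, positive integrated signal ratio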;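 further: B-score derived from integrated fluorescence ratio over the kinetic read; more negative B-score means stronger inhibition of depolarization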
Target sequence (Q61143 whole entry, looked up): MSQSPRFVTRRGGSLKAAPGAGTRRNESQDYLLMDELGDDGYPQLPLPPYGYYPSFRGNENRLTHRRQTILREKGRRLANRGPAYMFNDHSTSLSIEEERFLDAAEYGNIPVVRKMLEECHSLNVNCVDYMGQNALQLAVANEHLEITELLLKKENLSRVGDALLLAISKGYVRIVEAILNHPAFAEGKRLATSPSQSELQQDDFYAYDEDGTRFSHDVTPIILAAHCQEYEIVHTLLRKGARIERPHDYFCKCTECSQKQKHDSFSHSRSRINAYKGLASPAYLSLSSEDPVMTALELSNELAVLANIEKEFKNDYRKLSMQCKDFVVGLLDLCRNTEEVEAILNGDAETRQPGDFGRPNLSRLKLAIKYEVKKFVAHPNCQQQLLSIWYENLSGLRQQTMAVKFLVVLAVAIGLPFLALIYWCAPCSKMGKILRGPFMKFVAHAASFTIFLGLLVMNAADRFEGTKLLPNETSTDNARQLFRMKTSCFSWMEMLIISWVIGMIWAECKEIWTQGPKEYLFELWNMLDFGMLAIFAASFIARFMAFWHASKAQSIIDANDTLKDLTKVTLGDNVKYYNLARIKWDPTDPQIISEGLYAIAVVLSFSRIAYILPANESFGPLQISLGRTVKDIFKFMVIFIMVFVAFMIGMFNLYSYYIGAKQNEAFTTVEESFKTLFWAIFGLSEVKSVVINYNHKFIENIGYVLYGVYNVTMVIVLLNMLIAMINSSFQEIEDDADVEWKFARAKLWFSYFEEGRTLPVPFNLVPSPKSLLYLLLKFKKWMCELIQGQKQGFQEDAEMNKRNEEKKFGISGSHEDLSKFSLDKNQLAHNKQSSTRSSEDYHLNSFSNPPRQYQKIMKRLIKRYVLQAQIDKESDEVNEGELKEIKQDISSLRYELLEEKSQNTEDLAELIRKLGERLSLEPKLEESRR
MrgX1 antagonist: blocks BAM8-22 activation of human MrgX1 receptor. MRGX1-HEK293 calcium flux, Fluo-4, BAM8-22 antagonism; stronger effect = lower value. B-score at 10 µM. AID 588676. 1.3% of 310,000 active;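 active means calcium-response B-score plate-corrected more than 3 library SD below zero, starting fluorescence within 5 deviations, no agonist response on first addition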;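 further: peak minus trough fluorescence over baseline after final BAM8-22 challenge near maximal dose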
TRPC6 act: activators of mouse TRPC6 channel; B-score at 10 µM; 0.13% of 310,000 active; AID 2550; HEK293-TRPC6 membrane potential dye fluorescence; stronger effect = higher value;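 active means B-score of the integrated fluorescence ratio above library mean plus 3 SD, and starting fluorescence ratio within library mean plus 5 SD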;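 further: higher score means more depolarization so channel activation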
TRPC4 inh: TRPC4 (mouse) channel inhibition. Q9QUQ5. 0.39% of 300,000 active. HEK293 TRPC4beta/mu-opioid, DAMGO-evoked Fluo4 calcium flux; stronger effect = lower value. B-score at 10 µM;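 active means B-score over 3 SD under the library average, no early fluorescence shift, positive overall ratio signal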
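test system = HEK293 cells with stable TRPC4beta plus mu-opioid receptor expression | detection = Fluo4 Ca2+ flux fluorescence | read-out = integrated fluorescence ratio relative to baseline, converted to per-well B score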
TRPC4 agonist: opens the mouse TRPC4 cation channel; 0.49% of 310,000 active; HEK293 TRPC4beta/mu-opioid, Fluo4 calcium fluorescence; stronger effect = higher value; B-score at 10 µM;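 active means B-score above 5 SD of library B-scores, and initial fluorescence ratio not above library mean plus 5 SD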;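 further: positive B-score marks a calcium rise read as TRPC4 activation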
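Assay system: HEK293 stable line with TRPC4beta plus mu-opioid receptor; schedule: 45 min room-temperature Fluo4 loading, 110 s read; technique: kinetic Fluo4 calcium fluorescence; evaluation: integrated baseline-normalised fluorescence ratio, converted to per-well B score; controls: buffer (low) and maximal DAMGO (high)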
TMEM16A act: activators or potentiators of mouse TMEM16A chloride channel | 0.3% of 340,000 active | HEK293 TMEM16A/YFP-H148Q/I152L, iodide quench fluorescence; stronger effect = lower value | Q8BHY3 | B-score at 10 µM;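 active means fluorescence-ratio B-score plate-corrected deviation score at least 3 library SD below zero, with starting fluorescence score within 5 deviations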;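 further: channel opened by trigger with iodide after compound preincubation; score built on the fluorescence ratio of max minus min over baseline; more negative score means more quench and so TMEM16A activation or potentiation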
SKKanGAS inh: blocks kanamycin growth of S. pyogenes SKKanGAS strain. BacTiter-Glo, 6 h. inhibition, % at 7.5 µM. 1.3% of 300,000 active. AID 1662;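 active means mean replicate score, as percent of positive control median, at least 50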;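 further: strain carries kanamycin resistance gene driven by streptokinase promoter and grows in 40 µg/ml kanamycin; loss of luminescence reflects streptokinase promoter inhibition or plain growth inhibition; 0% = median of DMSO wells and 100% = positive control at its reference dose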
TRPC4 PAM: allosteric potentiators of mouse TRPC4 channel; Q9QUQ5; HEK293 TRPC4beta/mu-opioid, DAMGO EC20, Fluo-4 Ca2+ flux; stronger effect = higher value; B-score at 10 µM; 0.42% of 310,000 active;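 active means B-score of calcium response area above 5 SD of library B-scores, with initial fluorescence ratio within 5 SD of library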;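 further: B-score of integrated fluorescence ratio over time as area under calcium response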
MrgX1 agonist: activates human MrgX1 receptor signaling; AID 588627; Q96LB2; MrgX1-HEK293 cells, Fluo-4 calcium fluorescence, agonist mode; stronger effect = higher value; 0.44% of 310,000 active; B-score at 10 µM;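 active means calcium response B-score plate-corrected fluorescence ratio at least 3 library SD, with starting fluorescence B-score inside 5 SD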
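Test system: HEK293 cells stably expressing human MrgX1 receptor; amount: 15,000 cells per well; doses: compound delivered in addition one of three; times: overnight plating before 1 h dye loading; detection: Fluo-4 NW calcium-flux fluorescence, kinetic read; read-out basis: B-scored fluorescence response ratio; controls: positive and negative controls per plate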
MrgX1 PAM: human MrgX1 positive allosteric modulation, primary screen. Q96LB2. MrgX1-HEK293, Fluo-4 calcium flux, FDSS; stronger effect = higher value. B-score at 10 µM. 0.63% of 310,000 active;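 active means plate-corrected calcium response at least 3 library SD above typical, normal starting fluorescence, not activating the receptor alone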;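 further: compound read alongside a low EC10 to EC30 dose of BAM8-22 agonist; peak minus trough fluorescence over baseline measured at the second addition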
* = called active by the depositor; i = inactive.

| SMILES | ANO1 block | TRPC6 inhibitor | MrgX1 antagonist | TRPC6 act | TRPC4 inh | TRPC4 agonist | TMEM16A act | SKKanGAS inh | TRPC4 PAM | MrgX1 agonist | MrgX1 PAM |
| --- | --- | --- | --- | --- | --- | --- | --- | --- | --- | --- | --- |
| Cc1cccc(N(C(=O)c2csnn2)C(C(=O)NCc2ccccc2)c2ccncc2)c1 (stereo unspecified) | i | i | i | i | i | i | i | -3.6 | i | i | i |
| COc1ccc(-c2nnn(CC(=O)N(CC3CCCO3)C(C(=O)NC(C)(C)C)c3ccco3)n2)cc1OC (stereo unspecified) | i | i | i | i | i | i | i | -16.0 | i | i | i |
| COc1cc(Cl)ccc1OCc1cc(C(=O)NCCCN2CCCC2=O)no1 | i | i | i | i | i | i | i | -0.1 | i | i | i |
| CC(C)CNC(=O)c1cccc(NC(=O)COc2ccc([N+](=O)[O-])cc2)c1 | i | i | i | i | i | i | i | -4.8 | i | i | i |
| CCC(C)C(Nc1ccc(C(=O)OC)cc1[N+](=O)[O-])C(=O)OC (stereo unspecified) | i | i | i | i | i | i | i | -7.4 | i | i | i |
| CCC1CCCCN1Cc1ccc(OC)c(C)c1 (stereo unspecified) | i | i | i | i | i | i | i | -4.0 | i | i | i |
| COc1cccc2sc(Nc3nc(-c4ccccn4)cs3)nc12 | i | i | i | i | i | i | i | 99.5* | i | i | 7.81* |
| CCOc1ccc(S(=O)(=O)N2CCC(C(=O)N3CCCCCC3)CC2)cc1Cl | i | i | i | i | i | i | i | -5.3 | i | i | i |
| CCN(CC(=O)NCc1cccs1)S(=O)(=O)c1ccc(F)c(F)c1F | i | i | i | i | i | i | i | 15.5 | i | i | i |
| COc1cc(C(C)=O)ccc1COc1ccc(C(=O)OC(C)C(=O)NC(N)=O)cc1OC (stereo unspecified) | i | i | i | i | i | i | i | 8.2 | i | i | i |
| CC1(C(=O)NC2CCCCCCC2)CCC(=O)N1CCN1CCOCC1 (stereo unspecified) | i | i | i | i | i | i | i | -0.6 | i | i | i |
| CC(C)C1COS(=O)(=O)NC1CC(=O)SC(C)(C)C (stereo unspecified) | i | i | i | i | i | i | i | -3.9 | i | i | i |
| Cc1ccc(-c2nc(CS(=O)CC(=O)NCCN(CC(C)C)CC(C)C)c(C)o2)cc1 (stereo unspecified) | i | i | i | i | i | i | i | -5.3 | i | i | i |
| Cc1nc(-c2cccs2)ccc1C(=O)O | i | i | i | i | i | i | i | 2.6 | i | i | i |
| CCc1ccc(CNC(=O)C2CCCN(c3nnc(C)c4c(C)n(-c5ccccc5)nc34)C2)cc1 (stereo unspecified) | i | i | i | i | i | i | i | 13.7 | i | i | i |
| COc1ccc(Cl)cc1NC(=O)CN(C)Cc1cccs1 | i | i | i | i | i | i | i | 1.9 | i | i | i |
| CCOc1ccc(NC(=S)NC2CC3CCC(C2)N3Cc2ccco2)cc1 (stereo unspecified) | i | i | i | i | i | i | i | -0.6 | i | i | i |
| CC1(C)CC(C(CC(=O)N2CCCC2)Cc2ccccc2)CCO1 (stereo unspecified) | i | i | i | i | i | i | i | -8.5 | i | i | i |
| Brc1ccc(-c2cnco2)cc1 | i | i | i | i | i | i | i | 0.3 | i | i | i |
| Cc1cccc(-n2ncc3c(N(CCO)CCO)ncnc32)c1 | i | i | i | i | i | i | i | -0.8 | i | i | i |
| COc1cccc(-c2nn(-c3ccccc3)cc2/C=C(\C#N)C(=O)NCCCn2ccnc2)c1 | i | i | i | i | i | i | i | 10.4 | i | i | i |
| Cc1nnc2ccc(-c3ccc(NC(=O)c4cccnc4Cl)cc3)nn12 | i | i | i | i | i | i | i | 6.0 | i | i | i |
| O=C(O)c1ccc(S(=O)(=O)c2ccc3c(c2)C(=O)N(c2ccc(O)cc2)C3=O)cc1 | i | i | i | i | i | i | i | 4.4 | i | i | i |
| N#C/C(=N\Nc1cccc(F)c1)C(=N)N1CCCCCC1 | i | i | i | i | i | i | i | -2.2 | i | i | i |
| CSc1nsc(SC)c1NC(=O)OC1CCCCC1 | i | i | i | i | i | i | i | 1.8 | i | i | i |
| COc1ccc(C(=O)N2CCN(S(=O)(=O)c3ccc(C)cc3)CC2)cc1S(=O)(=O)N1CCOCC1 | i | i | i | i | i | i | i | -14.5 | i | i | i |
| Cc1ccc(S(=O)(=O)N2CCC(C(=O)Nc3nnc(-c4ccco4)s3)CC2)cc1 | i | i | i | i | i | i | i | 0.6 | i | i | i |
| O=C(/C=C/c1ccccc1[N+](=O)[O-])NCc1cccnc1 | i | i | i | i | i | i | i | -2.1 | i | i | i |
| CCc1nnc(NS(=O)(=O)c2ccc(NC(=O)/C=C/c3ccc(OC)cc3OC)cc2)s1 | i | i | i | i | i | i | i | 27.6 | i | i | i |
| O=S(=O)(c1ccccc1)N1CCN(C(=S)NCc2ccccc2)CC1 | i | i | i | i | i | i | i | 0.0 | i | i | i |
| Cc1ccc(S(=O)(=O)N2CCC(NC(=O)c3ccccc3)CC2)cc1 | i | i | i | i | i | i | i | -5.6 | i | i | i |
| O=C(N[C@H]1CCC(=O)N([C@H](CSc2ccccc2)Cc2ccccc2)CC1)OCc1ccccc1 | i | i | i | i | i | i | i | 23.6 | i | i | i |
| Oc1c(C=C2N=c3ccccc3=N2)sc(=S)n1-c1ccc2ccccc2c1 | i | i | i | i | i | i | i | 32.3 | i | i | i |
| COc1cccc(Cn2cnc3c(sc4nc(C)cc(C)c43)c2=O)c1 | i | i | i | i | i | i | i | 2.7 | i | i | i |
| C/C(=N\NC(=O)c1ccccc1C)c1cccnc1 | i | i | i | i | i | i | i | 15.3 | i | i | i |
| Cc1ccc(S(=O)(=O)N(C)Cc2ccc(C(=O)N/N=C/c3ccc(OC(F)F)cc3)cc2)cc1 | i | i | i | i | i | i | i | 3.7 | i | i | i |
| CCc1ccc(NC(=O)C(C)Sc2nc(-c3ccco3)c(C#N)c(=O)[nH]2)cc1 (stereo unspecified) | i | i | i | i | i | i | i | 12.3 | i | i | i |
| C=CCNC(=O)C1CCN(S(=O)(=O)CC)CC1 | i | i | i | i | i | i | i | -4.2 | i | i | i |
| COC(=O)c1ccc2c(=O)[nH]c(COC(=O)c3c(-c4ccccc4Cl)noc3C)nc2c1 | i | i | i | i | i | i | i | -3.4 | i | i | i |
| Cc1cccc(N=C2NC(=O)/C(=C/c3cccnc3)S2)c1 | i | i | i | i | i | i | i | 3.6 | i | i | i |
| CCOC(=O)c1c(-c2ccccc2)csc1NC(=O)c1ccc(N2C(=O)CCC2=O)cc1 | i | i | i | i | i | i | i | 1.3 | i | i | i |
| COc1cc(C(=O)Nc2cccc(NC(=O)c3ccccc3)c2)cc(OC)c1OC | i | i | i | i | i | i | i | -8.7 | i | i | i |
| Cc1cnc(C(=O)OC(C)C(=O)c2c(C)[nH]c3ccccc23)cn1 (stereo unspecified) | i | i | i | i | i | i | i | 0.5 | i | i | i |
| O=[N+]([O-])c1ncn(Cc2ccccc2Cl)n1 | i | i | i | i | i | i | i | 6.6 | i | i | i |
| COc1ccc(C2C3=C(CC(C)(C)CC3=O)Oc3ncn(CCO)c(=N)c32)cc1OC (stereo unspecified) | i | i | i | i | i | i | i | -1.0 | i | i | i |
| CC1=C(C(=O)OCc2ccccc2)C(c2cccc([N+](=O)[O-])c2)NC(=O)N1CCCCCC(=O)O (stereo unspecified) | i | i | i | i | i | i | i | 12.1 | i | i | i |
| COc1cccc(CNCCO)c1OCc1ccccc1 | i | i | i | i | i | i | i | -6.0 | i | i | i |
| Cc1nnc(SCCCN2C(=O)c3ccccc3C2=O)o1 | i | i | i | i | i | i | i | -1.1 | i | i | i |
| Cc1ccc(NC(=O)c2cccc(OCc3c(C)noc3C)c2)c(C)c1 | i | i | i | i | i | i | i | -12.5 | i | i | i |
| COc1ccc(-c2csc(NC(=S)NC(=O)/C=C/c3ccc(C(C)C)cc3)n2)cc1OC | i | i | i | i | i | i | i | 37.2 | i | i | i |

(list continues)
| SMILES | ANO1 block | TRPC6 inhibitor | MrgX1 antagonist | TRPC6 act | TRPC4 inh | TRPC4 agonist | TMEM16A act | SKKanGAS inh | TRPC4 PAM | MrgX1 agonist | MrgX1 PAM |
| --- | --- | --- | --- | --- | --- | --- | --- | --- | --- | --- | --- |
| Cc1cc(C(=O)N/N=C/c2cccc3ccccc23)c(C)o1 | i | i | i | i | i | i | i | -8.5 | i | i | i |
| CC1CN(CCc2ccccc2)C(C)C/C1=N/O (stereo unspecified) | i | i | i | i | i | i | i | -0.8 | i | i | i |
| CCOC(=O)c1c(C)c(-c2ccccc2)n(CC(=O)NCCCN(CC)CC)c1C | i | i | i | i | i | i | i | -8.3 | i | i | i |
| O=C(NC1CCCCC1)Oc1ccccc1 | i | i | i | i | i | i | i | 4.4 | i | i | i |
| NC(=O)CCCSc1nc2ccccc2[nH]1 | i | i | i | i | i | i | i | 5.9 | i | i | i |
| COc1ccc(C(=O)Nc2ccccc2C(=O)Nc2cccc(C)n2)cc1 | i | i | i | i | i | i | i | -0.8 | i | i | i |
| CC(C)c1ccc(/C=C2\NC(=O)NC2=O)cc1 | i | i | i | i | i | i | i | -1.5 | i | i | i |
| Cc1n[nH]c(=O)nc1NCCN(C)C | i | i | i | i | i | i | i | -0.4 | i | i | i |
| COc1cccc(/C=N/NC(=O)C(=O)NCc2ccco2)c1O | i | i | i | i | i | i | i | 2.9 | i | i | i |
| Cn1c(C(=O)c2ccccc2[N+](=O)[O-])nc2ccccc21 | i | i | i | i | i | i | i | -18.0 | i | i | i |
| COc1cccc(NC(=O)Cn2c(=O)n(CCC(=O)NC3CCN(Cc4ccccc4)CC3)c(=O)c3ccccc32)c1 | i | i | i | i | i | i | i | -5.9 | i | i | i |
| Cn1ccnc1C(=O)Cc1ccc([N+](=O)[O-])cc1 | i | i | i | i | i | i | i | -0.4 | i | i | i |
| O=C(CO/N=C1\CCCc2nonc21)Nc1ccccc1Cl | i | i | i | i | i | i | i | 6.9 | i | i | 13.6* |
| CC(=O)c1cc2c(cc1N/C(=N/S(=O)(=O)c1ccccc1)c1ccc(Cl)cc1)OCO2 | i | i | i | i | i | i | i | 2.3 | i | i | i |
| Cc1cc(OCC(=O)NCCCN2CCOCC2)c2c(C)cc(=O)oc2c1 | i | i | i | i | i | i | i | -5.3 | i | i | i |
| CCOc1ccc(-c2nonc2NC(=O)c2ccco2)cc1OCC | i | i | i | i | i | i | i | 16.1 | i | i | i |

Bioassay records (PubChem)
